IDE cell activ = IDE (human) activation, cell-based | HEK cells, FAbeta-B cleavage, fluorescence polarization; 0% vehicle, 100% cell-free pure enzyme wells | activation, % at 5.96 µM | hit rate 0.073% among 340,000 | AID 493087;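 active means activation above the mean of all tested compounds plus 3 SD, set per screening campaign, cut at about 17% in these data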
Target sequence (P14735 whole entry, looked up): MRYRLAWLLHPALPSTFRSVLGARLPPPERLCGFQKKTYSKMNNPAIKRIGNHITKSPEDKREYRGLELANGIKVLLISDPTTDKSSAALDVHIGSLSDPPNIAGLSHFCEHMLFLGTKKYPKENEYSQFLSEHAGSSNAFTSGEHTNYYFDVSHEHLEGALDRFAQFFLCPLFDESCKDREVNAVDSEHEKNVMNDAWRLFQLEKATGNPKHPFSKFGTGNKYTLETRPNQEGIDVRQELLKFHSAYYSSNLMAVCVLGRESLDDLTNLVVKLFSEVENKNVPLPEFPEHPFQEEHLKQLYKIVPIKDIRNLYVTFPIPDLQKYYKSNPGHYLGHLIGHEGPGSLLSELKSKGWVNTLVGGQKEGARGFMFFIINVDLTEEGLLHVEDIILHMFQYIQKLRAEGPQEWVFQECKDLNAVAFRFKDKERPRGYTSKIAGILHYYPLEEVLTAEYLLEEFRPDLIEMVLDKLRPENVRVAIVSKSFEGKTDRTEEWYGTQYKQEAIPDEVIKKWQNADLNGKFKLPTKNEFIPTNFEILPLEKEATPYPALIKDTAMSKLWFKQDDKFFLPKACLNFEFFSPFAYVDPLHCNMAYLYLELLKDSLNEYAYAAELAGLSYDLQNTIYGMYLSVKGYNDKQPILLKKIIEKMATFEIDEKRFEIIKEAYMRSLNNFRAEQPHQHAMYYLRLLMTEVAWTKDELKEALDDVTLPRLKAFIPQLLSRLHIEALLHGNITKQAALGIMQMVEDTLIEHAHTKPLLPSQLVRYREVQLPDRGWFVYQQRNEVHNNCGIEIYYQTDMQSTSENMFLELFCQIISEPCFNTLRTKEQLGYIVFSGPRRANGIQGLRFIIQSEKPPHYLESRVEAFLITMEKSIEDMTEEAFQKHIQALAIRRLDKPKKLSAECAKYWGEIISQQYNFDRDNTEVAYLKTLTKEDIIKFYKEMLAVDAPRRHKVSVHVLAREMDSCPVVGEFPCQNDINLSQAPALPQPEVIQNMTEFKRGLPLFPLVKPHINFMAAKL
MEKK3 PB1 HTS = raises or lowers MEK5 binding to the human MEKK3 PB1 domain. bead-based flow cytometry, Alexa488-MEK5 binding to MEKK3; actives lie on both sides; 0 = blocked by unlabeled MEK5, 100 = vehicle. binding response (% of control), % at 10 µM. Q99759. hit rate 1.4% among 290,000;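 active means binding response more than 3 SD above or below the average of its plate-row segment, actives on both sides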;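 further: Alexa488 bead fluorescence after subtracting the streptavidin-only scavenger bead signal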
* marks the source's active call; other numbers are inactive results; . = not tested or not shown; & = joins results of further samples.

SMILES	IDE cell activ	MEKK3 PB1 HTS
c1ccc(CCc2ccc3n2Cc2cnnn2-c2ccccc2-3)cc1	-8	.
c1cc2c(cc1[C@H]1OCC3C1CO[C@@H]3c1ccc3c(c1)OCO3)OCO2 (stereo partly drawn)	-2	.
O=C1NC(=S)NC(=O)C1c1ccccc1	6	.
CC1CN1P(=O)(Oc1ccccc1)N1CC1C (stereo not drawn)	1	.
O=C(OC1CC2CCC(N2)C1C(=O)O)c1ccccc1 (stereo not drawn)	0	.
O=C(CCC(=O)N1C[C@H]2C[C@@H](C1)c1cccc(=O)n1C2)NCc1ccc(F)cc1	2	.
CCN1C(=O)NC(=O)C2(CCCC2)C1=O	6	.
CCC1CN2CCc3cc(OC)c(OC)cc3C2CC1CC1NCCc2c1[nH]c1ccc(O)cc21 (stereo not drawn)	6	.
C1=NCCc2c1[nH]c1ccccc21	1	.
COC(=O)C1=C(c2ccc(OC(F)(F)F)cc2)C[C@@H]2CC[C@H]1N2C(=O)NCCO	6	.
CCc1cccc(CC)c1N(COC)C(=O)CCl	3	.
COC(=O)C1=C(c2ccc(-c3ccccc3)c(F)c2)C[C@@H]2CC[C@H]1N2C(=O)NCc1ccco1	1	.
COC(=O)C1=C(c2ccc(C(C)=O)cc2)C[C@@H]2CC[C@H]1N2C(=O)NC1CCCCC1	1	.
C[C@]12C[C@H](O)[C@@H](O)CC1=CCC1C2CC[C@@]2(C)C1CC[C@@H]2O (stereo partly drawn)	7	.
CN1C2CCC1C(C(=O)O)C(O)C2 (stereo not drawn)	3	.
C[C@H]1C(=O)O[C@@H]2CCN3CC=C(COC(=O)[C@](C)(O)[C@]1(C)O)[C@H]23	2	.
CC(C)N(C(=O)CCl)c1ccccc1	-1	.
COC(=O)C1=C(c2ccc(Cl)c(C(F)(F)F)c2)C[C@@H]2CC[C@H]1N2C(=O)NCC1CC1	0	.
CSc1nc(C)c(Br)c(N2CC2)n1	3	.
OCC1CO1 (stereo not drawn)	8	.
CC(=O)CCC(C)=O	3	.
COc1cc(OC)c([C@H]2C=C(C)[C@H]3C[C@@H]2C3(C)C)c(OC)c1	7	.
Clc1ccc(C(Cl)(Cl)Cl)c(Cl)c1	4	.
C[N+](C)(C)CC1CCCc2ccccc2C1=O (stereo not drawn)	-1	.
C(=NC1CCCCC1)c1c[nH]c2ccccc12	0	.
CCCNC(=O)N1[C@H]2CC[C@@H]1C(C(=O)OC)=C(c1cccc(Cl)c1)C2	5	.
CCN(CC)C(=O)c1ccc(NC(=O)COC(=O)c2ccc(Cl)s2)cc1	5	.
COc1ccc2c3c1OC1C(O)C=CC4[C@@H](C2)N(C)CC[C@]314 (stereo partly drawn)	2	.
CN1CCCC1c1ccc(=O)[nH]c1 (stereo not drawn)	4	.
Cc1ccc(NC(=O)N2CC2)cc1NC(=O)N1CC1	3	.
COC(=O)C1=C(c2c(C)noc2C)C[C@@H]2CC[C@H]1N2C(=O)NCCO	2	.
CN1C(=O)CCC2(C)C1=CCC1C2CCC2(C)C1CCC2(C)O (stereo not drawn)	-1	.
COC(=O)C1=C(c2ccc(F)cc2OCc2ccccc2)C[C@@H]2CC[C@H]1N2C(=O)NC1CC1	5	.
Cc1cc(N=Nc2ccccc2C)ccc1N	5	.
COCCn1c(O)c(/C=N/NC(=O)CSC(=S)N2CCCC2)c(=O)[nH]c1=S	1	.
CC1CC(C)(O)CC(C(O)CC2CC(=O)NC(=O)C2)C1=O (stereo not drawn)	6	.
C[C@]12CCC3C(CC[C@H]4C[C@@H](O)CC[C@]34C)C1CC[C@@H]2O (stereo partly drawn)	5	.
O=C(O)C1(Br)CC12c1ccccc1-c1ccccc12 (stereo not drawn)	11	.
C[C@H]1[C@@H](OS(=O)(=O)O)C[C@@H]2C[C@H]([C@@H](O)c3cc(=O)[nH]c(=O)[nH]3)NC3=NC[C@H]1N32	-1	.
CCC(=O)OC(Cc1ccccc1)(c1ccccc1)C(C)CN(C)C (stereo not drawn)	4	.

Complete entries, looked up by structure. Values in the order: IDE cell activ | MEKK3 PB1 HTS
O=C(OC1CC2CCC(N2)C1C(=O)O)c1ccccc1 (stereo not drawn) as listed: 0 | .
CC(C)N(C(=O)CCl)c1ccccc1 as listed: -1 | .
COc1ccc2c3c1OC1C(O)C=CC4[C@@H](C2)N(C)CC[C@]314 (stereo partly drawn) as listed: 2 | .
CCN1C(=O)NC(=O)C2(CCCC2)C1=O as listed: 6 | .
C[C@]12CCC3C(CC[C@H]4C[C@@H](O)CC[C@]34C)C1CC[C@@H]2O (stereo partly drawn) as listed: 5 | .

3 entries from above, reformatted.
> CC(=O)CCC(C)=O
  IDE cell activ: 3
  MEKK3 PB1 HTS: .

> COc1cc(OC)c([C@H]2C=C(C)[C@H]3C[C@@H]2C3(C)C)c(OC)c1
  IDE cell activ: 7
  MEKK3 PB1 HTS: .

> Clc1ccc(C(Cl)(Cl)Cl)c(Cl)c1
  IDE cell activ: 4
  MEKK3 PB1 HTS: .

(more compounds)
SMILES	IDE cell activ	MEKK3 PB1 HTS
CN1CCc2cc3c(cc2[C@H]1[C@@H]1OC(=O)c2c1ccc1c2OCO1)OCO3	-2	.
COC(=O)C1=C(c2ccc(F)cc2OCc2ccccc2)C[C@@H]2CC[C@H]1N2C(=O)NCc1ccc([N+](=O)[O-])cc1	2	.
COc1ccc(C=O)cc1	4	.
Cc1cccc([N+](=O)[O-])c1	3	.
COC(=O)C1=C(c2ccc(OC)c(OC)c2)C[C@@H]2CC[C@H]1N2C(=O)N1CCC(C)CC1	-1	.
CNC1(c2ccc(F)cc2)CCCCC1	2	.
COC(=O)C1=C(c2ccc(OCc3ccccc3)cc2)C[C@@H]2CC[C@H]1N2C(=O)NCc1ccc(N(C)C)cc1	2	.
C[C@H]1CCC/C=C/[C@@H]2C[C@H](O)C[C@H]2[C@H](O)/C=C/C(=O)O1	-1&1	.
COC(=O)C1=C(c2cccc(C#N)c2)C[C@@H]2CC[C@H]1N2C(=O)NCCc1ccccc1	4	.
C[N+]1([O-])[C@@H]2CC(OC(=O)[C@H](CO)c3ccccc3)C[C@H]1[C@@H]1O[C@@H]12 (stereo partly drawn)	-1	.
O=C(Cc1ccccc1)OCc1ccccc1	8	.
Nc1ncc2[nH]cnc2n1	0&3	.
COc1ccc2c(c1)C(NC(C)=O)CCc1cc(OC)c(OC)c(OC)c1-2 (stereo not drawn)	7	.
C[N+](C)(C)CC1CCCC1=O (stereo not drawn)	-2	.
O=C1C(=O)N(c2ccccc2)P(=O)(N(CCCl)CCCl)N1c1ccccc1	7	.
COC(=O)C1=C(c2ccc(F)cc2OCc2ccccc2)C[C@@H]2CC[C@H]1N2C(=O)NCc1ccc(C)cc1	4	.
C=C(Cl)CSC(=S)N(CC)CC	5	.
CN1Cc2ccccc2-n2nncc2C1	3	.
COC(=O)C1=C(c2ccccc2OCc2ccccc2)C[C@@H]2CC[C@H]1N2C(=O)NCc1ccc(F)cc1	1	.
C[C@]12CCC(=O)C[C@H]1CC[C@@H]1[C@@H]2CC[C@]2(C)C(=O)CC[C@@H]12	2	.

The list goes on; the last six above are carried over.
SMILES	IDE cell activ	MEKK3 PB1 HTS
O=C1C(=O)N(c2ccccc2)P(=O)(N(CCCl)CCCl)N1c1ccccc1	7	.
COC(=O)C1=C(c2ccc(F)cc2OCc2ccccc2)C[C@@H]2CC[C@H]1N2C(=O)NCc1ccc(C)cc1	4	.
C=C(Cl)CSC(=S)N(CC)CC	5	.
CN1Cc2ccccc2-n2nncc2C1	3	.
COC(=O)C1=C(c2ccccc2OCc2ccccc2)C[C@@H]2CC[C@H]1N2C(=O)NCc1ccc(F)cc1	1	.
C[C@]12CCC(=O)C[C@H]1CC[C@@H]1[C@@H]2CC[C@]2(C)C(=O)CC[C@@H]12	2	.
COc1ccc(CN2Cc3cnnn3-c3ccccc3C2c2ccccc2)cc1 (stereo not drawn)	-7	.
CC(C)C[C@H](NP(=O)(O)O[C@@H]1O[C@@H](C)[C@H](O)[C@@H](O)[C@H]1O)C(=O)N[C@@H](Cc1c[nH]c2ccccc12)C(=O)O	7	.
Nc1ncn[nH]1	1	.
O=c1[nH]cnc2nc(-c3ccc(N(CCCl)CCCl)cc3)[nH]c12	4	.
CC(Cc1ccccc1)/[N+]([O-])=C\c1ccc(C(F)(F)F)cc1 (stereo not drawn)	-7	.
COC1=C(C)C(=O)O[C@]12C(=O)C(C)=C1CCCCN3[C@H]([C@@H]4C[C@H](C)C(=O)O4)CC[C@]132	4	.
C[n+]1ccc(-c2ccccc2)c2ccccc21	2	.
COCCO[C@H]1CC[C@@]2(C)C(=CCC3C2CC[C@@]2(C)C3CC[C@]2(C)O)C1 (stereo partly drawn)	-1	.
S=P(NCCNP(=S)(N1CC1)N1CC1)(N1CC1)N1CC1	2	.
COC(=O)C1=C(c2ccccc2OCc2ccccc2)C[C@@H]2CC[C@H]1N2C(=O)NCCOc1ccccc1	-1	.
CC12CCC3C(CCC4CC(=O)OCC43C)C1CCC2O (stereo not drawn)	1	.
CCCNS(=O)(=O)c1ccc(OCC(=O)N2CCN(Cc3ccc4c(c3)OCO4)CC2)c(C)c1	2	.
O=P(O)(O)CN1CCNCCN(CP(=O)(O)O)CCNCC1	-25	.
CSc1nc(NC(C)C)nc(NC(C)C)n1	7	.
O=C(COC(=O)Cc1ccccc1)NC(=O)NC1CCCCC1	-1	.
CC(=O)C1(O)CCC2C3CCC4=C(Cl)C(=O)CCC4(C)C3CCC21C (stereo not drawn)	6	.
O=C1C=CC(=O)C=C1	-2	.
CC12Cc3cn[nH]c3C=C1CCC1C2CCC2(C)C1CCC2(C)O (stereo not drawn)	-13	.
COc1cccc(NP2(=O)OCC(C)([N+](=O)[O-])CO2)c1 (stereo not drawn)	1	.
CC(C)C[C@H]1C(=O)N2CCC[C@H]2[C@]2(O)O[C@](NC(=O)[C@@H]3C=C4c5cccc6[nH]cc(c56)C[C@H]4N(C)C3)(C(C)C)C(=O)N12	5	.
O=[N+]([O-])c1cccc(CCl)c1	1	.
COC(=O)C1=C(c2cccc(C#N)c2)C[C@@H]2CC[C@H]1N2C(=O)NCC1CC1	3	.
c1ccc(CCN2CCCCC2)nc1	-1	.
COC(=O)C1=C(c2cccc(OCc3ccccc3)c2)C[C@@H]2CC[C@H]1N2C(=O)NCc1cccc(F)c1	3	.
CC1=C(C)CC2(C(=O)NC(=O)NC2=O)C(C)C1 (stereo not drawn)	2	.
CN(C)CC(C(=O)Cc1ccccc1)c1ccccc1 (stereo not drawn)	-2	.
COC(=O)C1=C(c2ccc(F)cc2OCc2ccccc2)C[C@@H]2CC[C@H]1N2C(=O)NCc1cc(C)oc1C(F)(F)F	2	.
COC(=O)C1=C(c2cccc(OCc3ccccc3)c2)C[C@@H]2CC[C@H]1N2C(=O)NCCc1ccc(F)cc1	0	.
COc1ccc(C(c2ccc(OC)cc2)C(Cl)(Cl)Cl)cc1	2	.
CC(NS(C)(=O)=O)c1nnc2n1-c1ccc(Br)cc1C(c1ccccc1Cl)=NC2 (stereo not drawn)	4	.
C/C=C1/C[C@@H](C)[C@](O)(CO)C(=O)OCC2=CCN3CC[C@@H](OC1=O)[C@@H]23	-2	.
CN1C(=O)C(=Cc2ccc(Sc3ccccc3)o2)C(=O)N(C)C1=S	-12	.
CC1=NCCc2c1[nH]c1cc(O)ccc21	66*	.
O=C(COC(=O)Cc1ccccc1)NCCNC(=O)COC(=O)Cc1ccccc1	0	.
Clc1ccc(CCC(Cn2ccnc2)Sc2c(Cl)cccc2Cl)cc1 (stereo not drawn)	12	.
O=C1NC(=O)C2(CCCC2)C(=O)N1	1	.
COC(=O)C1=C(c2c(C)noc2C)C[C@@H]2CC[C@H]1N2C(=O)NCCNC(C)=O	0	.
COc1ccc(C=C2C(=O)NC(=S)NC2=O)cc1	2	.
Cc1cnc[nH]1	1	.
Cc1cc(C)[n+](CCCC[n+]2c(C)cc(C)cc2C)c(C)c1	5	.

An excerpt of these results, as labelled records:
O=C1NC(=O)C2(CCCC2)C(=O)N1
  IDE cell activ: 1	MEKK3 PB1 HTS: .
COC(=O)C1=C(c2c(C)noc2C)C[C@@H]2CC[C@H]1N2C(=O)NCCNC(C)=O
  IDE cell activ: 0	MEKK3 PB1 HTS: .
COc1ccc(C=C2C(=O)NC(=S)NC2=O)cc1
  IDE cell activ: 2	MEKK3 PB1 HTS: .

(cont.)
SMILES	IDE cell activ	MEKK3 PB1 HTS
CCN1CCOC(c2ccccc2)C1 (stereo not drawn)	1	.
CC12CCC(O)CC1CCC1C2CCC2(C)C(C3=CC(=O)OC3)CCC12O (stereo not drawn)	1	.
CCN1C[C@]2(CO)CC[C@H](OC)[C@@]34C5C[C@H]6[C@H](OC)C5[C@](O)(C[C@H]6OC)[C@@](O)(C(OC)C23)[C@@H]14 (stereo partly drawn)	1	95
CN1CC[C@@]2(C)c3cc(O)ccc3N(C)C2O1 (stereo partly drawn)	2	98
COC(=O)C1=C(c2cc3ccccc3s2)C[C@@H]2CC[C@H]1N2C(=O)N1CCC(C)CC1	-2	101
CCCN1CCC[C@@H]2Cc3[nH]ncc3C[C@H]21	5	105
C[C@H](N)CN1CCc2ccc(Br)cc21	-1	108
COC(=O)C1=C(c2ccc(S(C)(=O)=O)cc2)C[C@@H]2CC[C@H]1N2C(=O)N1CCC(O)CC1	3	100

Assay outcomes (PubChem BioAssay)

A portion of the library; the hit share may differ from the screen's.
